High-throughput results (PubChem BioAssay)
CHO-K1 Ca ag: M1 agonist counterscreen hit in parental CHO-K1 cells; Fluo-8 calcium fluorescence; scaled to maximal ATP response, vehicle zero; activation, % at 3 µM; actives 0.48% (n = 360,000); in the data active = activation above about 15%;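 also: untransfected CHO-K1 host cells lacking M1 receptor as counterscreen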
CHO-K1 Ca PAM: nonselective activator or artifact in parental CHO-K1 calcium assay; ATP EC20, Fluo-8 calcium fluorescence; 0% at ATP EC20, 100% at ATP max; AID 602247; actives 0.02% (n = 360,000); activation, % at 3 µM;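 active = activation above the run cutoff, the mean activation of all test compounds plus 3 SD, cut at about 40% in these data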;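 also: peak over basal fluorescence ratio in a 140 s read after ATP addition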
M5 PAM: potentiates acetylcholine response at human M5 receptor; P08912; CHO-K1 hM5, Fluo-8 calcium, ACh EC20 PAM; 0% = ACh EC20, 100% = ACh EC100; activation, % at 3 µM; AID 624038; actives 0.3% (n = 360,000);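 active = activation above the run cutoff, the mean activation of all test compounds plus 3 SD, cut at about 18% in these data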
Target sequence (P08912 whole entry, looked up): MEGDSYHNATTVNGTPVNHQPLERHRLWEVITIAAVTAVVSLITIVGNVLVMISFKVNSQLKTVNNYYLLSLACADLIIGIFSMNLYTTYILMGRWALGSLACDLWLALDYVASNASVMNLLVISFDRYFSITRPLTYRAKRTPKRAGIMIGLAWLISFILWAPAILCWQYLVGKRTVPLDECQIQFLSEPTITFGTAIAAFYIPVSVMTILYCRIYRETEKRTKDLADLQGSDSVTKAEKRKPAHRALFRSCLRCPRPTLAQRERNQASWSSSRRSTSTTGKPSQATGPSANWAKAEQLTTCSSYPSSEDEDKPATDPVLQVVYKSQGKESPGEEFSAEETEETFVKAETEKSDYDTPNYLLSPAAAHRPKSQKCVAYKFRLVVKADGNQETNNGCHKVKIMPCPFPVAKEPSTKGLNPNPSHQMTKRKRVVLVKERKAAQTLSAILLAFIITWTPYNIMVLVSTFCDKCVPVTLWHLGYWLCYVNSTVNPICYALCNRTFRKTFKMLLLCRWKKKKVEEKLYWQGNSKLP
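system = human M5 receptor in CHO-K1 cells | reagent = EC20 acetylcholine as agonist stimulus | compound dosing = single-point, 3 µM nominal | incubation = Fluo-8 loading 80 min at 37 °C plus 30 min room temperature | detection = Fluo-8 calcium dye fluorescence, kinetic read | benchmarks = low control EC20 acetylcholine (0%), high control EC100 acetylcholine (100%)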
M4 ag: agonists of human muscarinic M4 receptor (CHRM4); actives 0.14% (n = 360,000); CHO-K1 hM4/Gqi5, Fluo-8 calcium fluorescence; vehicle 0%, full acetylcholine response 100%; activation, % at 3 µM;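 active = activation above the run mean over all test wells plus 3 SD, cut at about 32% in these data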;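 also: peak over basal fluorescence ratio per well then scaled between controls; 0% = DMSO wells and 100% = acetylcholine at EC100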
Target sequence (P08173 whole entry, looked up): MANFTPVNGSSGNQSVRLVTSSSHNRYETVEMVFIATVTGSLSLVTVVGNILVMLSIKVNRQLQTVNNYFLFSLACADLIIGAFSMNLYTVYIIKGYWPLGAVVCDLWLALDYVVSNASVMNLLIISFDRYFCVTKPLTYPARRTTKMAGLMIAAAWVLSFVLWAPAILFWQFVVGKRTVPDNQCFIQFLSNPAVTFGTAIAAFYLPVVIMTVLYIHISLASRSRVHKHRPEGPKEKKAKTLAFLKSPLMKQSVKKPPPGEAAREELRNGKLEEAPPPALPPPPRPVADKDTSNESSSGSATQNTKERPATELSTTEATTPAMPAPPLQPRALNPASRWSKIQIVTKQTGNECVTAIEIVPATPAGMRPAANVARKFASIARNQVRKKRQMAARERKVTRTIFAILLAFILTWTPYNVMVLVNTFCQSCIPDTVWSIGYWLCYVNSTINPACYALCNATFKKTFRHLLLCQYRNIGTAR
M4 antag: antagonists of human muscarinic M4 receptor (CHRM4) | P08173 | CHO-hM4 cells, ACh EC80, Fluo-8 calcium fluorescence | inhibition, % at 3 µM | actives 0.73% (n = 360,000) | AID 624125;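 active = inhibition above its plate's cutoff, the mean inhibition of sample wells plus 3 SD, cut at about 27% in these data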;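 also: 0% = acetylcholine EC80 with DMSO and 100% = DMSO without agonist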
M5 ag: agonists of human muscarinic M5 receptor (CHRM5); activation, % at 3 µM; actives 0.19% (n = 360,000); AID 624037; CHO-K1 hM5 cells, Fluo-8 calcium fluorescence; 0% DMSO wells, 100% maximal acetylcholine response;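 active = activation above the run's mean over test compounds plus 3 SD, cut at about 23% in these data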;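 also: signal is peak over basal fluorescence ratio across the kinetic read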
CHO-K1 Ca antag: counter-screen for M1 antagonists: effect in parental CHO-K1 cells; ATP-induced calcium, Fluo-8 fluorescence; inhibition, % at 3 µM; actives 0.6% (n = 360,000); AID 602250;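 active = inhibition above a per-plate cutoff, the plate's mean sample inhibition plus 3 SD, cut at about 24% in these data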;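 also: 0% = DMSO plus EC80 ATP and 100% = DMSO alone without ATP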
CHRM5 antagonist: blocks acetylcholine activation of human M5 receptor; P08912; CHO-hM5 cells, Fluo-8 calcium fluorescence, ACh EC80; inhibition, % at 3 µM; actives 0.59% (n = 360,000); AID 624040;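 active = inhibition above a per-plate cutoff, the mean of that plate's test compounds plus 3 SD, cut at about 27% in these data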;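 also: 0% = acetylcholine EC80 with DMSO and 100% = DMSO without agonist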
M4 PAM: positive allosteric modulators of human muscarinic M4 receptor. CHO-K1 hM4/Gqi5, Fluo-8 calcium fluorescence, ACh EC20; 0% = ACh EC20, 100% = maximal ACh. P08173. activation, % at 3 µM. actives 0.4% (n = 360,000). AID 624126;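 active = activation above its plate's cutoff, the mean activation of sample wells plus 3 SD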; also: some results filed as inactive read as strong as hits
* marks the source's active call; other numbers are inactive results.

Compound	CHO-K1 Ca ag	CHO-K1 Ca PAM	M5 PAM	M4 ag	M4 antag	M5 ag	CHO-K1 Ca antag	CHRM5 antagonist	M4 PAM
NCCCCC(N)c1cn([C@@H](CCC(=O)O)C(=O)N2CCNCC2)nn1 (some centres undefined)	0.2	7	7	2	6	1	-4	17	0
COc1cc(/C=C(\C#N)C(=O)NCC2CCCO2)ccc1O (centres undefined)	0.8	13	-5	1	-2	1	-6	1	2
COc1ccc(C(=O)NCC(=O)OCC(=O)c2ccc3c(c2)OCCO3)cc1	0.7	-1	4	1	18	3	7	5	20
CC1CCCc2sc3ncn(N)c(=N)c3c21 (centres undefined)	1.3	6	3	0	-7	-3	-17	10	-2
Nc1nc2ccccc2n1CCN1CCCC1	0.7	30	12	0	1	-2	-13	-3	-1
CCOC(=O)c1ccc2nc3c(cc2c1)CCS3	0.2	2	3	2	-13	-4	-34	-5	14
O=C(O)c1ccc(CSc2nnnn2-c2ccc(F)cc2)cc1	0.0	1	-3	0	8	-2	10	11	0
COc1ccc(-c2cc(C(=O)Nc3cccc(O)c3)no2)cc1	5.0	-27	-6	9	3	0	9	3	-3
O=C(CCc1nc2ccccc2c(=O)[nH]1)Nc1cccc(S(=O)(=O)N2CCOCC2)c1	0.5	6	8	0	-3	1	-4	-2	-5
Cc1cc(NC(=O)c2ccc(Cl)c([N+](=O)[O-])c2)no1	0.5	14	-4	1	3	-3	-3	5	0
C=CCN1c2ccccc2[C@]23C[C@@H](C(=O)OC)N(C(=O)c4ccco4)C2=NC(C(=O)OC)=C(C(=O)OC)[C@H]13	1.1	5	2	1	-1	-1	1	8	6
O=C(Nc1ccnn1C1CCN(Cc2ccccc2F)CC1)C1CCCC1	1.8	2	1	2	-4	-2	-1	-4	-2
COc1ccc(CNc2nccs2)cc1	-0.3	-23	-3	0	5	1	12	-5	5
COc1ccccc1NS(=O)(=O)c1ccc(C)c(C(=O)NC2=NCCS2)c1	0.6	-5	5	2	-1	1	-3	2	11
O=C(Nc1ccc(NC(=S)NC(=O)c2ccco2)cc1)c1ccc(Br)cc1	0.1	13	-4	1	5	0	-7	3	-1
Cc1c(CN2CCCCC2C)c(=O)n(-c2ccccc2)n1C (centres undefined)	0.8	10	7	2	0	2	-15	1	8
COc1ccc(/C=N/NC(=O)c2ccc(CSc3nncn3C)cc2)cc1OC	0.1	-8	1	1	1	1	6	17	2
O=C(CNS(=O)(=O)c1ccccc1)NCC(=O)OCc1ccccc1F	0.3	11	-2	1	-2	3	0	-1	4
O=C(COC(=O)CCC1CCCCC1)Nc1ccc(OC(F)F)cc1	0.5	17	1	1	-2	-5	-6	-7	2
CCn1c(C)c(Br)c(=O)c(C(=O)OC)c1-c1ccc(Cl)cc1	-0.6	12	4	-1	-14	-3	-2	-6	14
CCc1cc(C(=O)NCC2CCCO2)sc1C (centres undefined)	1.3	15	5	1	-6	2	-6	-15	2
CN(C)c1ccc(NC(=O)C[n+]2ccccc2)cc1	0.5	-8	-3	-1	1	-5	-13	8	0
CN(c1ccccc1)S(=O)(=O)c1ccc(C(=O)Nc2nnc(-c3ccco3)o2)cc1	-0.3	-11	0	1	11	-1	17	7	-2
COc1ccc([C@@H]2OC2(C(N)=O)C(N)=O)cc1	0.6	5	0	0	-7	4	-4	-5	3

Reprinted from the part before: two compounds; new compounds follow.
Compound	CHO-K1 Ca ag	CHO-K1 Ca PAM	M5 PAM	M4 ag	M4 antag	M5 ag	CHO-K1 Ca antag	CHRM5 antagonist	M4 PAM
CN(c1ccccc1)S(=O)(=O)c1ccc(C(=O)Nc2nnc(-c3ccco3)o2)cc1	-0.3	-11	0	1	11	-1	17	7	-2
COc1ccc([C@@H]2OC2(C(N)=O)C(N)=O)cc1	0.6	5	0	0	-7	4	-4	-5	3
O=C1c2cccnc2C(Nc2ccc(S(=O)(=O)N3CCCCC3)cc2)N1Cc1ccccc1 (centres undefined)	2.6	10	-3	8	-2	3	-9	2	0
COCCN(C(=O)CSc1nnc(C)n1Cc1ccccc1)c1c(N)n(Cc2ccccc2)c(=O)[nH]c1=O	0.9	16	-11	2	1	-3	-18	-5	3
CCC/C(=N\NC(=O)c1ccc(CSc2nncn2C)cc1)c1ccccc1	0.0	13	0	0	11	-2	-11	4	-2
CC(C)(C)OC(=O)N1CCCC(C(=O)Nc2ccc(C(=O)NCc3ccccc3)cc2)C1 (centres undefined)	1.4	-5	-5	5	-19	1	4	-4	1
CCOc1ccc(N(CC)C(=O)Cc2c(C(=O)O)n(C)c3ccccc23)cc1	0.2	-24	-8	1	4	-2	-9	3	0
CCC(c1nnnn1Cc1ccc(F)cc1)N1CCN(C)CC1 (centres undefined)	0.3	14	9	2	-16	-14	-17	2	24*
Nc1c(-c2ccc(Cl)cc2)cnn1C1CCS(=O)(=O)C1 (centres undefined)	0.1	-2	-1	1	12	0	1	0	-3
COC(=O)c1ccc(C)c(NC(=O)CSc2nnc3ccccn23)c1	0.2	-1	-3	1	6	3	-7	15	1
Nc1ncc(CCN2CCOCC2)c(-c2ccc(F)cc2)n1	2.5	-4	-11	8	2	1	1	14	-9
C/C(CC(=O)Nc1ccc2c(c1)OCCO2)=N\NC(=O)COc1ccccc1	0.8	1	4	0	-8	-3	-8	5	1
COC(=O)CC1C(=O)NCCN1C(=O)CSc1nc2cc(Cl)ccc2o1 (centres undefined)	0.5	-1	2	1	4	0	-3	0	-3
O=C1CC(N2CCN(c3ccc(F)cc3)CC2)C(=O)N1c1ccccc1 (centres undefined)	0.7	7	1	2	-8	-2	-1	7	13
CC(C)(C)NC(=O)Cn1ccc(=N)c2ccccc21	0.5	15	-1	0	9	-7	-12	3	-6
NS(=O)(=O)c1ccc(NC(=S)NC(=O)c2cccc(Br)c2)cc1	3.8	22	4	2	0	-3	-16	1	-4
Cc1cc(NC2C3CC4CC(C3)CC2C4)n2nnnc2n1 (centres undefined)	-0.1	14	0	2	4	3	-10	3	1
S=c1[nH]nc(-c2cc(-c3ccccc3)n[nH]2)n1/N=C/C=C/c1ccccc1	0.3	-16	7	1	-1	4	-1	-7	-2
COc1ccccc1-c1nnc(SCCN2CCOCC2)n1-c1ccc(C)cc1	0.9	20	-1	0	7	-1	-9	0	2
CCOc1ccccc1NC(=S)N1CCN(c2ccc(O)cc2)CC1	4.2	16	-2	0	-1	-2	-7	0	-5
CSc1nc2ccc(Br)cc2[nH]1	0.7	11	2	1	3	-1	-9	11	5
CCN(CC)S(=O)(=O)c1cccc(C(=O)Nc2ccccc2)c1	0.7	-2	-4	2	6	0	1	5	-10
COc1cc([N+](=O)[O-])ccc1NC(=O)C[n+]1ccccc1C	0.3	23	-3	0	3	-6	-12	0	-5
CC1(C)Cc2c(cnn2-c2ccc(F)cc2)C(NC(=O)CCc2ccncc2)C1 (centres undefined)	0.4	0	1	1	-5	-2	-15	-11	-5
COc1ccccc1CC1S/C(=N/N=C/c2ccco2)NC1=O (centres undefined)	0.4	23	-3	1	6	-2	-13	1	-3
O=C(NCCOc1ccccc1)C1Nc2ccc(C(F)(F)F)cc2C2c3ccccc3CC12 (centres undefined)	0.6	3	-8	2	5	1	-14	17	-1
Cc1c(CC(=O)N2CCN(C(=O)C3COc4ccccc4O3)CC2)c(=O)oc2cc(O)ccc12 (centres undefined)	2.3	21	-1	3	-9	-2	-9	6	4
O=C(C1=C[C@@H](c2ccccc2)C[C@@H](OCc2ccc(CO)cc2)O1)N1CCCCCCC1	-0.4	-17	-10	1	4	1	3	12	-9
COC(=O)c1ccc(CNC(=O)COC(=O)c2cc(Cl)ccc2O)cc1	0.2	12	7	2	-13	4	-14	-13	20
COCCNC(=O)c1c(CSc2ccccc2)noc1C(=O)NCc1ccccc1	-0.1	6	-5	1	5	-1	-2	12	4
c1ccc(-c2nnc(N3CCN(c4ccccc4)CC3)nc2-c2ccccc2)cc1	-0.1	6	6	0	-2	3	2	3	1
CC1CC(CCC(=O)NC(=S)Nc2ccc(Cl)cn2)C(=O)O1 (centres undefined)	0.0	16	2	1	-3	-3	0	-5	0
COCc1nn2c(N)c(C#N)cnc2c1-c1ccccc1	0.2	14	-2	2	-5	-2	-15	-13	0
O=C(CN(c1cccc(Br)c1)S(=O)(=O)c1ccccc1)N/N=C/c1cc([N+](=O)[O-])ccc1O	0.6	2	-12	1	-8	-3	-14	-2	-7
O=C(CCS(=O)(=O)c1ccccc1)Nc1nc2ccc(F)cc2s1	1.4	2	0	1	-7	1	-4	-6	0
CCN(CC)c1cc(C)c2cc(NC(=O)c3ccccc3F)ccc2n1	1.9	-2	6	2	5	-4	-7	3	-4
COc1cc(C(=O)N2CCN(C(=O)c3cc(-c4ccccc4)n[nH]3)CC2)cc(OC)c1OC	1.4	5	-1	1	8	-2	2	5	-1
Cc1c(C(=O)Nc2cccc([N+](=O)[O-])c2)sc2ncn(CC(=O)N3CCOCC3)c(=O)c12	0.3	-7	-2	0	-4	-3	15	-1	3
COc1cccc(S(=O)(=O)NCc2ccc(C(=O)Nc3cccc(Cl)c3)cc2)c1	5.1	19	-11	8	-2	-2	-1	1	-14
COc1ccc(CN2C(=NC(=O)C3CC3)SC3CS(=O)(=O)CC32)cc1OC (centres undefined)	1.9	24	-9	1	-16	-6	-6	2	6
CCCN1CCC(N(CCc2ccccc2)Cc2ccccc2)CC1	0.7	10	-7	3	-5	-17	-2	9	-3
Cc1cccc(NC(=O)C(=O)NCC2CCCN2S(=O)(=O)c2ccccc2)c1 (centres undefined)	2.0	13	-5	8	8	-2	0	3	-4
O=C(C1CCCO1)N1CCN(c2c3c(nc4cc(-c5ccc(F)cc5)nn24)CCC3)CC1 (centres undefined)	0.1	-7	-8	2	-8	0	4	9	-2
CC(C)(C)c1ccc(C(CC(=O)O)NC(=O)C23CC4CC(CC(C4)C2)C3)cc1 (centres undefined)	0.1	12	2	1	5	-3	1	6	-7
CCOC(=O)C1CCCN(C(=O)C2COc3ccccc3O2)C1 (centres undefined)	1.4	4	0	1	-4	2	6	-2	0
COc1cccc(/C=C2\SC(=S)N(NS(=O)(=O)c3ccc(C)cc3)C2=O)c1OC	-0.4	-25	-2	1	-7	-3	-6	-6	2
CCc1ccc(S(=O)(=O)NCCc2cn3ccsc3n2)s1	0.2	6	-4	1	5	2	-4	0	-3
Cc1ccc([C@H]2C[C@H](O)[C@@H](n3cc(C4CC4)nn3)CN2C(=O)c2cccs2)cc1	0.3	15	1	1	-11	1	-10	8	4
O=C(Nc1nccs1)c1ccc(-c2ccc(Cl)cc2)o1	0.8	7	2	1	-11	-9	-14	0	-2
Cc1ccc(S(=O)(=O)N2[C@@H](c3ccc(F)cc3)C(C(=O)O)=CC[C@H]2c2ccc(C(C)C)cc2)cc1	-0.7	0	8	3	-7	-2	1	-6	1
CS(=O)(=O)c1[nH]nc(-c2ccccc2Cl)c1C#N	0.2	-17	9	0	9	1	8	1	1
